WRN helicase inh = WRN helicase (human) inhibition | Q14191 | Potency, µM (series often up to 114 µM), for the others: at the top dose activity change, negative = inhibition, actives largely listed as inhibitors | AID 651768 | 360,000 tested, 0.46% active | WRN helicase unwinding, fluorescent forked duplex, kinetic; also: potency is read from the fitted curve at half-maximal effect; % is scaled to controls: 0 for no effect and ±100 for the full control effect; nearly all actives have a fitted effect of over 55% in size
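Kinetic red-fluorescence monitoring (525/598 nm) tracks WRN helicase activity after 100 nM fluorophore-quencher forked duplex and 2 mM ATP are added to 20 nM enzyme pretreated 15 min at room temperature with compound.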
PLK1 PBD block = blocks phosphopeptide binding to human PLK1 polo-box domain. P53350. Plk1 PBD binding of FITC phosphopeptide, fluorescence polarization. Potency, µM, for the others: max response, negative = inhibition, actives largely listed as inhibitors. 360,000 tested, 2.8% active. AID 720504; also: potency is read from the fitted curve at half-maximal effect; series mostly up to about 57 µM; % is scaled to controls: 0 for no effect and ±100 for the full control effect; nearly all actives have a fitted effect of over 65% in size
GLP1R inv ag = acts as inverse agonist at human GLP-1 receptor; Potency, µM (titrated, usually from 38.3 µM), for the others: at the highest dose activity change, negative = inhibition, actives largely listed as inhibitors; HEK293 GLP-1R CRE-luciferase, luminescence, 24 h; GLP-1R form is constitutively active; 410,000 tested, 1.6% active; AID 624417; also: potency is read from the fitted curve at half-maximal effect; % is scaled to controls: 0 for no effect and ±100 for the full control effect; nearly all actives have a fitted effect of over 55% in size
Target sequence (P43220 whole entry, looked up): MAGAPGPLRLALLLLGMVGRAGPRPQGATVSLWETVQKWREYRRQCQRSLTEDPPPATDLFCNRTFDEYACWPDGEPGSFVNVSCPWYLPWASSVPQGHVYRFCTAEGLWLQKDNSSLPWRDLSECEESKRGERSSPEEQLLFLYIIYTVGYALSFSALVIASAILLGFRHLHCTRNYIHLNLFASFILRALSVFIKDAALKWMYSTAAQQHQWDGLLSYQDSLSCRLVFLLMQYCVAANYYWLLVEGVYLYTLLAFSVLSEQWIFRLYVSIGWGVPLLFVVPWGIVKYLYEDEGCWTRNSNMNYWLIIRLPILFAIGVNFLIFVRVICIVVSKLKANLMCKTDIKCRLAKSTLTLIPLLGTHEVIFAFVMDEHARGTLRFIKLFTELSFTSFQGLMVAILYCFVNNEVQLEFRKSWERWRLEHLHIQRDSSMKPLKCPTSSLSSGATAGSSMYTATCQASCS
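Seeding at 200 cells/uL, 12 h culture, 24 hr compound treatment, then luciferase reagent and a luminescence read; cells are HEK293 stably expressing a constitutively active GLP-1R plus cAMP-responsive luciferase.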
HEK293 tox = cytotoxic in the GLP-1 receptor inverse agonist counter-screen | HEK293 cAMP-luciferase reporter cells, luminescence, 24 h | Potency, µM (highest dose often 38.3 µM), inactives show at the highest dose activity change, negative = inhibition, actives largely listed as inhibitors | 410,000 tested, 0.13% active;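 also: loss of luciferase light is scored as toxicity; potency is read from the fitted curve at half-maximal effect; % is scaled to controls: 0 for no effect and ±100 for the full control effect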
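Cells in DMEM/10% Nu serum/1% pen-strep, 1536-well format. Pre-incubated 12 h, dosed with 23 nL compound, incubated a further 24 h. Luciferase detection, 12 min at room temp, luminescence.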
PI5P4Ka inh = PI5P4K alpha (human) kinase inhibition. P48426. PI5P4Kalpha enzyme, ADP-Glo luminescence, 60 min; active compounds read low. max response, %. 330,000 tested, 1.2% active. AID 652105; active = max response of -50% or lower; inconclusive = between -30% and -50%; inactive = -30% or higher; also: value at the top dose of about 77 µM; % is scaled to controls: 0 for no effect and ±100 for the full control effect
Target sequence (P48426 whole entry, looked up): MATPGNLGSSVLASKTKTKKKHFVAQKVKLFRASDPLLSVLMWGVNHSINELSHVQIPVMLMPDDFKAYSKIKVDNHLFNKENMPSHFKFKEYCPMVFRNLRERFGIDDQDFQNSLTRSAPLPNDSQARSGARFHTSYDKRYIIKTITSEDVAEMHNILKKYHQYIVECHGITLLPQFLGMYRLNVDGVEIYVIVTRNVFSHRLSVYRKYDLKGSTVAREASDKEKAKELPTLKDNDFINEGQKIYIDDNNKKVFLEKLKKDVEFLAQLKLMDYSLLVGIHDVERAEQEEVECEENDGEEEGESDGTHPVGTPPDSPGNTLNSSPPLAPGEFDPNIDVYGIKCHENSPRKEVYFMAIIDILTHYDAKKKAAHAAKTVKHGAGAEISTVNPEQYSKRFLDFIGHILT
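Reactions run in 0.038 M HEPES pH 7.4, 0.28 mM EGTA, 0.1% CHAPS and 5% DMSO, with PI5P4Kalpha, substrate, compound and 5 microM ATP final, one hour at room temperature. Readout is ADP-Glo luminescence.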
IL-2 act = activates IL-2 in a cell-based reporter assay; activation, % (series mostly up to about 46 µM); 360,000 tested, 0.065% active; IL-2 activation reporter assay, cell-based qHTS; stimulated with anti-CD3/CD4/CD28 beads; in transgenic mouse T cells; in the data active = activation above about 50%; inconclusive = mostly about 30% to 49%; also: 0% is about no effect
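Quantitative HTS in unstimulated transgenic mouse T cells, with memory T cells as non-tolerant control and PMA/ionomycin as tolerance-bypass control. Compound pretreatment lasted 60 minutes before 18 h bead stimulation; EGFP/DsRed fluorescence read.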
GLP1R ag = GLP-1 receptor (human) agonism. 380,000 tested, 0.007% active. HEK293 GLP-1R CRE-luciferase, luminescence, 4-6 h; cells express a hypersensitive GLP-1R form. Potency, µM (highest dose often 45.6 µM), without a hit: at the highest dose activation, actives largely listed as activators. P43220; also: potency is read from the fitted curve at half-maximal effect; % of control where 0% means no effect
DRD3 antagonist = blocks the human D3 dopamine receptor | P35462 | AID 652054 | 360,000 tested, 2.5% active | D3R cells, DiscoveRx beta-arrestin luminescence, antagonist mode; active compounds read low | max response, negative = inhibition, %; in the data active = max response below about -50%; inconclusive = no clear call, values can overlap the other calls; also: % is scaled to controls: 0 for no effect and ±100 for the full control effect; mostly tested at two doses, the higher about 12 µM
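Cells plated overnight at 1500 cells/well, then exposed to library compounds with dopamine controls for 90 minutes at 37 degrees C. DiscoveRx reagent added for 30–60 minutes at room temperature; luminescence read, quantitative HTS format.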
DRD3 agonist = agonists of human D3 dopamine receptor; max activation, %; 410,000 tested, 0.58% active; D3R DiscoveRx beta-arrestin cells, luminescence, 90 min; P35462; in the data active = max activation above about 30%; also: 0% is about no effect; mostly tested at two doses, the higher about 12 µM
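Cells at 1500/well, incubated overnight, then treated with pinned compounds (dopamine as control) for 90 min at 37 degrees C. DiscoveRx reagent added for 30 - 60 minutes at room temperature; luminescence read.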
Starred values were filed as active, the others as inactive; ? = inconclusive; / = no result given; [ ] = another dose, or the depositor's remark. Unless noted, calls follow the shape of the dose curve; as a rule, active = well fitted curve in the direction sought with a large enough effect; inconclusive = small, poorly fitted or top-dose-only effect, or another doubt; inactive = no such curve, though single readings can be large; an effect the other way counts as inactive or inconclusive.

SMILES | WRN helicase inh | PLK1 PBD block | GLP1R inv ag | HEK293 tox | PI5P4Ka inh | IL-2 act | GLP1R ag | DRD3 antagonist | DRD3 agonist
O=C(Nc1cccc(C(F)(F)F)c1)c1n[nH]c(Cn2cncn2)n1 | -1% | -8% | 9% | 17% | / | -3.6 | -10% | -22 | 7
O=C1C(=O)N(CCN2CCOCC2)C(c2ccc(F)cc2)/C1=C(/O)c1ccc(S(=O)(=O)N2CCOCC2)cc1 (configuration not stated) | -8% | 2% | 3% | 2% | 9 | 0.7 | -2% | 8 | 10
CN(CC(=O)Nc1ccc(S(=O)(=O)N2CCCC2)cc1)Cc1c(F)cccc1Cl | -6% | -5% | 3%[7.66 µM] | -3%[7.66 µM] | -4 | -0.8 | 1% | -11 | -6
Cc1c(CC(=O)NCCCO)c(=O)oc2cc3c(cc12)CCC(C)(C)O3 | -1% | 0% | 24% | 0% | -9 | -0.1 | 9% | 11 | 1
CCN1CCN(c2ccc(NC(=O)c3ccc(F)cc3)cc2Cl)CC1 | 1% | 0% | -11% | -3% | 1 | 1.0 | 6% | -3 | 5
Cc1ccc(-n2c(C)cn(C(=O)c3ccccc3)c2=S)cc1 | 3% | -1% | 0% | 4% | / | -2.3 | 5% | 19 | -5
COc1ccc(OC)c(-c2cc(C(=O)Nc3sc4c(c3C#N)CCC(C)C4)c3ccccc3n2)c1 (configuration not stated) | -18% | -6% | 0% | 0% | / | -0.6 | -3% | -11 | 8
O=C(Nc1ncccc1O)c1ccc(Cl)c(S(=O)(=O)N2CCCCC2)c1 | -1% | -5% | -3% | 15% | 5 | -1.8 | -2% | -20 | 1
Cc1ccc(-n2c(SCC(=O)N3CCOCC3)nnc2-c2ccncc2)cc1 | -3% | -14% | 10% | 0% | / | -2.2 | -1% | -76* | 7
CC(C)C[C@@H](CN1CCC[C@H]1CN1C(=O)C(=O)NC[C@@H]1Cc1ccc(O)cc1)N1C[C@H](Cc2ccccc2)N(CCc2ccccc2)C(=O)C1=O | -4% | -2% | 30% | 0% | -4 | -0.1 | -5% | 12 | 4
COc1cc(/C=C(\C#N)c2nn(CCO)c(N)c2C#N)cc(OC)c1OC | -24%[57.1 µM] | -5% | 88%[activator] | 4% | -1 | 2.1 | 12% | 0 | 3
Cc1ccc(-c2ccc(CCC(=O)O)n2NC(=O)c2ccco2)cc1 | 1% | -6% | 16% | 2% | -10 | 0.5 | -5% | -1 | -6
N#CCC(=O)Nc1ccc(C(=O)OCC(=O)Nc2cc(-c3ccccc3)nn2-c2ccccc2)cc1 | -7% | 8% | -9% | -25% | -21 | -1.7 | -5% | 13 | -1
O=C(CCc1nc2ccccc2c(=O)[nH]1)NNC(=O)c1ccc(Cl)cc1 | -7% | -8% | 4% | 4% | -3 | -2.9 | -18% | -18 | -11
COCCn1c(SCC(=O)N2CCCCC2)nc2cccnc21 | 5% | 2% | 2% | 5% | -1 | 1.3 | 0% | -23 | -3
C=C1C[C@@H]2C[C@@H]2CN(S(=O)(=O)c2ccc(C)cc2)[C@@H]1COCc1ccccc1 | -4% | 1% | ? | 1% | 15 | -0.9 | 4% | 11 | -1
Cc1ccc(-n2ncc3c(=O)n(Cc4ccccn4)cnc32)cc1C | -4% | -4% | 3% | -4% | 0 | 4.4 | -8% | 7 | 1
Clc1nc2ccccc2nc1-c1ccccc1 | 1% | 3% | 7% | -2% | 7 | -1.8 | 10% | 27 | 10
COCCN(C(=O)c1cc(-c2ccc(F)cc2)nc2ccccc12)c1c(N)n(CC(C)C)c(=O)[nH]c1=O | -3% | -8% | 14% | -4% | -1 | 0.6 | -2% | -7 | 4
CC(C)OCCCNC(=O)c1ccc(NC(=O)C2=CSCCO2)cc1 | 4% | 0% | 19% | -1% | 4 | -0.9 | -1% | 3 | -10
Cc1ccc(CNC(=O)c2ccc3c(c2)N(Cc2ccccc2Cl)C(=O)CS3)cc1 | / | / | 12% | -17% | / | / | 0% | / | 2
COCCN(CC(=O)Nc1ccc(F)cc1)S(=O)(=O)c1ccc(S(=O)(=O)N2CCCC2)cc1 | -3% | -1% | -5% | -5% | 1 | 4.5 | -9% | -22 | -2
CC(C)OCc1ccc(C(=O)N2CCN(CC(=O)N3CCCC3)CC2)cc1 | 1% | 1% | 18% | -17% | -2 | -0.1 | -8% | 9 | 4
CCCC(CCC)C(=O)Oc1cc(C)[nH]c(=O)c1[N+](=O)[O-] | 2% | -13% | 2% | 7% | -2 | -1.1 | -2% | -10 | 20
CC(C)(C)c1ccc(OCC(=O)N/N=C/C2CC=CCC2)cc1 (configuration not stated) | -9% | 0% | -2%[0.307 µM] | 4%[0.307 µM] | 1 | -0.5 | 6% | 0 | 7
CCN(CC)C(=O)CSc1nnc(-c2ccc(S(=O)(=O)N3CCCC3)cc2)o1 | 1% | -1% | -3% | -4% | 3 | -2.2 | 11% | -14 | 1
CC(C)N1CCC(=NNC(=O)c2cccs2)CC1 | 0% | -3% | 21% | -1% | -2 | 0.2 | 8% | 2 | -8
CC(=O)NCCc1nc2cc(NC(=O)c3ccc(F)cc3)ccc2n1C | -9% | 4% | 19% | 7% | -6 | -3.8 | 7% | 9 | 4
CCC(C)[C@H](NC(=O)[C@@H]1Cc2c([nH]c3ccccc23)C2c3ccccc3C(=O)N21)C(=O)NCC1CCCO1 (some centres not stated) | 2% | -11% | -1% | -5% | -2 | -0.3 | 5% | 0 | -11
O=C(c1cc(COc2ccc(F)cc2Cl)on1)N1CCSCC1 | 0% | 3% | ? | 0% | -2 | -1.5 | 17% | -13 | 0
COc1ccc(-c2onc3ccc(C(=O)/C=C/N(C)C)cc23)cc1 | -32% | -11% | 1% | 146%[activator] | -78* | -0.4 | 2% | 4 | -9
COc1cc(OC)c(OC)cc1/C=N/NC(=O)CC1C(=O)NN=C1C (configuration not stated) | -1% | -1% | 18% | 4% | -1 | 1.4 | -6% | 5 | 2
Cc1ccc(C)c(Nc2nc(-c3cccnc3)cs2)c1 | -3% | -13% | ? | -6% | 0 | 0.2 | 15% | 16 | 5
O=C(CSCCO)Nc1nccs1 | -18% | 2% | -1% | -2% | 3 | -3.0 | 8% | 0 | -1
CCOc1cc(CO)cc(Br)c1OCC(N)=O | 0% | -11% | 17% | 2% | 2 | 1.2 | -8% | 7 | 0
COc1ccc(Cl)cc1NC(=O)CN(C)C(=O)C1CC1 | -21% | -9% | 1% | 15% | -3 | -3.2 | 1% | 5 | -28
CCOc1ccc(C(C)NC(=O)c2cc(=O)[nH]c3ccccc23)cc1OCC (configuration not stated) | 3% | 3% | 30%[activator] | -3% | -8 | -0.9 | 5% | 3 | 0
CC(=O)Nc1cccc(NC(=O)c2c(-c3ccccc3)noc2C)c1 | -2% | -7% | 1% | -1% | 10 | -0.4 | 5% | 13 | -5
COC(=O)C(O)(CC(=O)Nc1cc(OC)c(OC)c(OC)c1)C(F)(F)F (configuration not stated) | 4% | -8% | 6% | 3% | -6 | -0.5 | -2% | -19 | 0
COc1ccc(CN2C(=O)C(CC(=O)NCCc3ccccn3)CC(C(=O)N(C)C)=C2C)cc1 (configuration not stated) | 4% | -6% | -6% | 8% | 6 | -1.3 | -6% | -27 | 0

7 of the compounds above, with tabs:
SMILES	WRN helicase inh	PLK1 PBD block	GLP1R inv ag	HEK293 tox	PI5P4Ka inh	IL-2 act	GLP1R ag	DRD3 antagonist	DRD3 agonist
CC(C)OCc1ccc(C(=O)N2CCN(CC(=O)N3CCCC3)CC2)cc1	1%	1%	18%	-17%	-2	-0.1	-8%	9	4
CCCC(CCC)C(=O)Oc1cc(C)[nH]c(=O)c1[N+](=O)[O-]	2%	-13%	2%	7%	-2	-1.1	-2%	-10	20
CC(C)(C)c1ccc(OCC(=O)N/N=C/C2CC=CCC2)cc1 (configuration not stated)	-9%	0%	-2%[0.307 µM]	4%[0.307 µM]	1	-0.5	6%	0	7
CCN(CC)C(=O)CSc1nnc(-c2ccc(S(=O)(=O)N3CCCC3)cc2)o1	1%	-1%	-3%	-4%	3	-2.2	11%	-14	1
CC(C)N1CCC(=NNC(=O)c2cccs2)CC1	0%	-3%	21%	-1%	-2	0.2	8%	2	-8
CC(=O)NCCc1nc2cc(NC(=O)c3ccc(F)cc3)ccc2n1C	-9%	4%	19%	7%	-6	-3.8	7%	9	4
CCC(C)[C@H](NC(=O)[C@@H]1Cc2c([nH]c3ccccc23)C2c3ccccc3C(=O)N21)C(=O)NCC1CCCO1 (some centres not stated)	2%	-11%	-1%	-5%	-2	-0.3	5%	0	-11

Next part.
SMILES | WRN helicase inh | PLK1 PBD block | GLP1R inv ag | HEK293 tox | PI5P4Ka inh | IL-2 act | GLP1R ag | DRD3 antagonist | DRD3 agonist
CCc1cc(=O)oc2cc(C)cc(OCC(=O)NC(Cc3ccc(Cl)cc3)C(=O)O)c12 (configuration not stated) | 0% | -13% | -11% | 2% | -2 | -0.5 | -3% | 0 | -22
COc1ccc(CCNC(=O)CCNC(=O)c2ccc(Br)cc2)cc1OC | 1% | -8% | 0% | 0% | -10 | 1.2 | 2% | -9 | 1
Cc1ccc(-c2nnc(SCC(N)=O)nc2-c2ccc(C)cc2)cc1 | 0% | -11% | -30% | -8% | -8 | -1.4 | 2% | 14 | 1
COc1ccc2c(c1)CCO[C@]21O[C@H](CCO)C[C@H](O)[C@H]1O | 1% | -9% | 3% | 2% | -2 | -1.1 | -5% | 0 | -7

Screening data from PubChem BioAssay.
